# Screening data from PubChem.
# GAA850 FXN act: frataxin GAA850 promoter activation | HEK293 lucGAA850 FXN promoter luciferase reporter, 24 h; percent of 10 µM SAHA response | activation, % at 6 µM | 360,000 tested, 0.56% active;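 active means activation above the average of all compounds screened plus 3 SD, cutoff fixed separately per campaign, cut at about 7.5% in these data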;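 further: 0% = DMSO wells and 100% = 10 µM SAHA wells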
# DAX1 inh-1: NR0B1 (DAX1) inhibition; 340,000 tested, 0.99% active; HEK293 Gal4-DAX1 luciferase reporter, luminescence; AID 504766; inhibition, % at 6.75 µM;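 active means inhibition above the mean over all tested compounds plus 3 SD, cut at about 4.2% in these data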;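 further: 0% = DAX1-transfected cells with DMSO and 100% = empty-vector control cells with DMSO; inhibition shows as a rise in luminescence from relieved DAX1 repression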
# Target sequence (P51843 207-470 limits assumed): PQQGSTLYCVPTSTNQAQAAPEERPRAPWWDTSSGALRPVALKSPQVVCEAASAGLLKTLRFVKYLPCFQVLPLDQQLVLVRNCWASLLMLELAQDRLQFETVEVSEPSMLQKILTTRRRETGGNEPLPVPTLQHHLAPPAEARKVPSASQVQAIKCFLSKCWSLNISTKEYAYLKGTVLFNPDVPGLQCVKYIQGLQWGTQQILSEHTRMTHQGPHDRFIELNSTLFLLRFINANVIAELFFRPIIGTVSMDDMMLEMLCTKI
# hcDAF-12 act: activators of H. contortus DAF-12 nuclear receptor | 370,000 tested, 1.4% active | HEK293 hcDAF-12 lit1-tk-luc reporter, luminescence; 0% DMSO, 100% Δ7-dafachronic acid | activation, % at 6.8 µM | AID 652067;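 active means activation above the mean of all tested compounds plus 3 SD, cut at about 5.5% in these data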;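 further: 100% = response to 3 µM Δ7-dafachronic acid high control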
# DAX1 inh-2: DAX1 (NR0B1) inhibition, primary screen | HEK293T StAR-luciferase reporter, SF-1/DAX-1 repression relief | inhibition, % at 6.8 µM | AID 652010 | 370,000 tested, 1.1% active;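 active means inhibition above the mean over all tested compounds plus 3 SD, cut at about 3.6% in these data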;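 further: 0% = DAX-1 cells with DMSO and 100% = cells lacking DAX-1 with DMSO; higher inhibition means more luminescence from relief of DAX-1 repression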
# NR1D1 modulator: modulates human Rev-erb alpha binding to DNA; Rev-erbα–FITC-DNA binding, fluorescence polarization, 90 min; activity, % at 10 µM; 370,000 tested, 0.79% active; AID 1259318;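 active means activity above about 14%, limit read from the data; passing the limit was not always enough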;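 further: 0% = DMSO wells with 35 nM protein and 100% = DMSO wells with 750 nM protein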
# Target sequence (P20393 whole entry, looked up): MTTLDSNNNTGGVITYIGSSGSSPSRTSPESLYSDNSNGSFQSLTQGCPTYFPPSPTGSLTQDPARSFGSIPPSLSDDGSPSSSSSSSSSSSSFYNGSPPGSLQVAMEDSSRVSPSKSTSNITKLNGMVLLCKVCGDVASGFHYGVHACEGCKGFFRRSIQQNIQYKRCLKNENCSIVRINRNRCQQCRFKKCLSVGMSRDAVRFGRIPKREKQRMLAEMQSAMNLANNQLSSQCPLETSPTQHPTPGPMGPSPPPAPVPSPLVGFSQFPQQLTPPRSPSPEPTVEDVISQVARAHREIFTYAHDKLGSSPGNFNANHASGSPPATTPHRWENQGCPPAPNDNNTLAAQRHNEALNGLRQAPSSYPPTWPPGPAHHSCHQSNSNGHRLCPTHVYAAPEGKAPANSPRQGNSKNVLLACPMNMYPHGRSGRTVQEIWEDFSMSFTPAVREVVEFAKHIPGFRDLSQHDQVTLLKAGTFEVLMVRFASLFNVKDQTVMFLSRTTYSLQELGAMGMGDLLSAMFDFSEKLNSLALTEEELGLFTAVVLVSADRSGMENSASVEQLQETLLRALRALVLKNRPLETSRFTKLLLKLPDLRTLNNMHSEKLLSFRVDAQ
# hgDAF-12 ag: activates the H. glycines DAF-12 receptor ligand-binding domain | AID 687014 | activation, % at 6.8 µM | 370,000 tested, 1.8% active | HEK293 GAL4-hgDAF12 UAS-luciferase reporter, agonist luminescence; normalized to butyrate control;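 active means activation above a cutoff set at the mean of all screened compounds plus 3 SD, cut at about 10% in these data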;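 further: 0% = DMSO wells and 100% = sodium butyrate wells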
# PG9 binder: small molecules binding HIV-1 gp120 antibody PG9; TR-FRET gp120-PG9 antibody binding; inhibition, % at 6.7 µM; 360,000 tested, 0.43% active; in the data active means inhibition above about 8.5%
# SMARCA2 act: SMARCA2 function activation, primary screen. AID 652017. activation, % at 9.1 µM. MG213 cells, MMTV-luciferase reporter, dexamethasone, overnight. 370,000 tested, 1% active; in the data active means activation above about 7.8%;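 further: 0% = vehicle wells and 100% = reference activator wells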
# ssDAF-12 act: S. stercoralis DAF-12 activation, primary screen; HEK293 ssDAF-12/GRIP1 lit1-tk-luc reporter, luminescence; % of 3 µM dafachronic acid response; activation, % at 6.8 µM; 370,000 tested, 1% active;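 active means activation above the mean over all tested compounds plus 3 SD, cut at about 0.9% in these data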;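 further: 0% = DMSO-only wells and 100% = 3 µM delta7-dafachronic acid wells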
# PLCb3 inh: PLC-beta3 (human) inhibition, primary screen | 370,000 tested, 0.18% active | Q01970 | Purified PLC-beta3, fluorogenic substrate, fluorescence | inhibition, % at 12.2 µM; in the data active means inhibition above about 11%;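 further: 0% = median of compound wells on plate and 100% = full blocker control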
# HGIII-sPLA2 inh: Inhibits HGIII-sPLA2 liposome hydrolysis, primary screen; Q9NZ20; AID 743126; inhibition, % at 12.2 µM; QFRET BODIPY PC-A2 liposome hydrolysis, fluorescence; 370,000 tested, 0.56% active;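 active means inhibition above mean plus 3 SD of compounds lying within the high and low control bounds, cut at about 19% in these data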;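 further: 0% = median of test compound wells and 100% = no enzyme DMSO wells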
# The depositor's hits bear a star; / = no result given.
(1) CCOc1ccc(/C=C/C(=O)OCC(=O)Nc2cccc(S(=O)(=O)N3CCCC3)c2)cc1
(2) O=C(CSc1ccc(Cl)cc1)Nc1cccc(-c2nc3ncccc3o2)c1
(3) CCOC(=O)c1ccc(-n2c(CN3CCC(O)CC3)nc3ccc([N+](=O)[O-])cc3c2=O)cc1
(4) COc1ccc(/C=N/NC(=O)c2ccc(N(C)S(=O)(=O)c3ccccc3)cc2)c(OC)c1
(5) COc1cccc(CNc2ccc(C(=O)O)cc2)c1OCc1ccccc1
(6) O=C(CNC(=S)NC(=O)c1ccc(F)cc1)c1ccccc1
(7) COC(=O)CC1C(=O)NCCN1C(=O)c1ccc(S(=O)(=O)N2CCOCC2)cc1 (stereo unspecified)
(8) O=C(Nc1ccc(Cl)cc1)c1ccc2c(c1)S(=O)(=O)c1ccccc1C2=O

Assay by compound | 1 | 2 | 3 | 4 | 5 | 6 | 7 | 8
GAA850 FXN act | -0.4 | 2.0 | 0.6 | 0.8 | -0.8 | 4.7 | 1.6 | 0.2
DAX1 inh-1 | 0.0 | 0.7 | -1.0 | -1.4 | -1.4 | 1.2 | 1.2 | 1.2
hcDAF-12 act | 0.7 | -1.8 | -0.9 | -0.5 | -0.5 | 0.4 | 0.8 | 1.6
DAX1 inh-2 | 0.3 | -0.9 | -1.0 | -0.9 | 0.2 | 0.7 | 1.4 | 0.5
NR1D1 modulator | -5 | -13 | -9 | 2 | 3 | -3 | -6 | -3
hgDAF-12 ag | 1.3 | -1.6 | -0.6 | -0.1 | 0.5 | 1.2 | 0.7 | 0.6
PG9 binder | -1.1 | 0.1 | -0.5 | -0.4 | 0.0 | 0.8 | -1.9 | -0.9
SMARCA2 act | -2 | 5 | 19* | -2 | -4 | 2 | -1 | 1
ssDAF-12 act | -1.5 | -1.4 | -0.4 | -1.5 | -1.0 | -1.1 | -1.1 | -1.3
PLCb3 inh | -8 | -2 | 2 | -43 | 4 | 1 | -2 | 0
HGIII-sPLA2 inh | -27 | 7 | -1 | 0 | -4 | -2 | -2 | 7

# Limited to SMARCA2 act, for 5 of the compounds above:
no. | structure | SMARCA2 act
4 | COc1ccc(/C=N/NC(=O)c2ccc(N(C)S(=O)(=O)c3ccccc3)cc2)c(OC)c1 | -2
5 | COc1cccc(CNc2ccc(C(=O)O)cc2)c1OCc1ccccc1 | -4
6 | O=C(CNC(=S)NC(=O)c1ccc(F)cc1)c1ccccc1 | 2
7 | COC(=O)CC1C(=O)NCCN1C(=O)c1ccc(S(=O)(=O)N2CCOCC2)cc1 (stereo unspecified) | -1
8 | O=C(Nc1ccc(Cl)cc1)c1ccc2c(c1)S(=O)(=O)c1ccccc1C2=O | 1

# Continuation.
(9) COc1ccccc1NS(=O)(=O)c1cccc(C(=O)NCC2(N3CCCCC3)CCCCC2)c1
(10) CC(N1CCOC1=O)S(=O)(=O)c1ccccc1 (stereo unspecified)
(11) CCn1cc(C(=O)NCCc2ccccc2)c(=O)c2cc(S(=O)(=O)N3CCCC3)ccc21
(12) O=C(O)Cc1csc(NC(=O)c2ccco2)n1
(13) CC(C)C1NC2(C(=O)c3ccccc3C2=O)C2C(=O)N(c3ccc(F)cc3)C(=O)C12 (stereo unspecified)
(14) CC(C)OCCCNC(=O)C1CC(=O)N(CCc2ccccc2)C1 (stereo unspecified)
(15) CN(Cc1ccccc1)/C(=N/O)c1cccc(Cl)c1
(16) COc1cccc2nc3cc(C)c(C)cc3nc12

Assay by compound | 9 | 10 | 11 | 12 | 13 | 14 | 15 | 16
GAA850 FXN act | 0.6 | -1.0 | 1.2 | 2.1 | 0.4 | -0.9 | 2.5 | 7.0
DAX1 inh-1 | 1.3 | 0.5 | -1.2 | -0.1 | 1.3 | 0.5 | 3.3 | -0.8
hcDAF-12 act | -0.2 | -1.3 | -1.5 | -1.1 | -0.3 | -0.3 | -1.0 | 7.5*
DAX1 inh-2 | 4.0* | 0.1 | -0.7 | -0.6 | 0.9 | -0.1 | -0.2 | 1.9
NR1D1 modulator | -2 | -2 | 1 | 1 | -4 | -8 | 2 | -21
hgDAF-12 ag | 0.2 | -1.8 | 1.3 | 2.3 | -2.2 | 4.5 | -2.2 | 18*
PG9 binder | -0.4 | 0.3 | -1.6 | -0.7 | -1.8 | -4.1 | 0.4 | -14
SMARCA2 act | -3 | 0 | -1 | 0 | -4 | 2 | 0 | 7
ssDAF-12 act | -0.6 | -0.6 | -1.2 | -0.2 | -1.2 | -0.7 | -0.8 | 0.7
PLCb3 inh | -5 | 2 | 2 | -2 | -65 | 0 | -3 | -120
HGIII-sPLA2 inh | 1 | 7 | -8 | -1 | -15 | 1 | 2 | -3

(17) COc1cccc(C2=NN(C(=O)c3ccco3)C(O)(C(F)(F)F)C2)c1 (stereo unspecified)
(18) COCCN1C(=O)/C(=C2/C(=O)N(CC(=O)Nc3ccccc3Cl)c3ccccc32)SC1=S
(19) CS(=O)(=O)NCCNc1cc(Cl)ccc1[N+](=O)[O-]
(20) O=C(CNC(=O)c1ccc(Br)o1)NC1CCCCC1
(21) COC(=O)[C@]12CCCCC=C1N(Cc1ccc(OC)cc1)C(=O)[C@@H]2CC(=O)NCc1cccc(C(F)(F)F)c1
(22) Cc1nnc(SCCCn2c(N3CCN(c4ccccc4)CC3)nc3c2c(=O)[nH]c(=O)n3C)s1
(23) Nc1cc(N)nc(SCC(=O)NNC(=O)c2ccc(Cl)cc2)n1
(24) Oc1ccc(N=Nc2ccc3c(c2)OCCO3)c2ncccc12

Assay by compound | 17 | 18 | 19 | 20 | 21 | 22 | 23 | 24
GAA850 FXN act | 1.9 | 0.2 | 0.1 | -1.1 | / | 1.5 | 0.1 | -11
DAX1 inh-1 | 2.5 | 0.7 | 0.3 | -0.2 | / | -1.1 | -0.4 | -5.0
hcDAF-12 act | 0.1 | -1.6 | -0.6 | -0.2 | -2.2 | -1.2 | 0.0 | -5.3
DAX1 inh-2 | 0.3 | 0.5 | -0.4 | 0.1 | -0.4 | -1.3 | 0.6 | -2.7
NR1D1 modulator | -1 | -4 | 17* | 1 | 4 | -4 | -5 | 6
hgDAF-12 ag | 2.5 | -0.1 | -3.0 | -0.2 | 0.1 | -1.3 | -1.6 | -16
PG9 binder | -1.3 | 0.5 | -0.9 | -3.5 | / | -1.1 | 0.5 | -2.4
SMARCA2 act | 2 | -3 | -2 | 5 | 1 | 1 | -1 | -8
ssDAF-12 act | -1.0 | -0.9 | -0.8 | -0.7 | -1.7 | -1.7 | -1.0 | -3.1
PLCb3 inh | -1 | -2 | -2 | -1 | -3 | 1 | 1 | 1
HGIII-sPLA2 inh | -5 | 5 | 13 | 3 | -23 | 3 | 3 | 5

(25) CC(C)CN(CCNC(=O)CN1C(=O)COc2ccc(S(=O)(=O)N3CCC(C)CC3)cc21)CC(C)C
(26) CC(C)[C@H](NC(=O)N1CCn2c1nc1ccccc12)C(=O)N[C@@H](C(=O)O)c1ccccc1
(27) O=C(Cc1ccc(Cl)cc1)Nc1ccc(N2CCN(C(=O)c3ccco3)CC2)cc1
(28) Cc1cccc(NC(=O)CSc2nnc(CN3CCOCC3)n2C)c1C
(29) Cc1ccc(C(=O)NCCCNC(=O)c2ccc(C)nc2)cc1
(30) C=CCN(c1ccccc1)S(=O)(=O)c1cccc(C(=O)NCC(c2ccc(OC)cc2)N2CCCCC2)c1 (stereo unspecified)
(31) CC(=O)Nc1ccc(C(=O)Nc2nc(-c3ccccn3)cs2)cc1
(32) Cc1ccc(C2(C)NC(=O)N(CC(=O)N3c4ccccc4NC(=O)CC3C)C2=O)cc1 (stereo unspecified)

Assay by compound | 25 | 26 | 27 | 28 | 29 | 30 | 31 | 32
GAA850 FXN act | 0.6 | 2.2 | -0.1 | -0.9 | -0.4 | -8.2 | 1.1 | -1.2
DAX1 inh-1 | 0.9 | 3.8 | 1.1 | 0.9 | 0.7 | -1.1 | -0.5 | 0.8
hcDAF-12 act | 0.7 | -0.1 | -1.2 | 0.5 | 0.1 | -1.1 | 2.9 | -1.1
DAX1 inh-2 | 0.4 | 0.2 | -1.1 | 0.1 | 0.2 | 0.1 | 0.4 | 0.8
NR1D1 modulator | -3 | 3 | -11 | -4 | -1 | 0 | 0 | -5
hgDAF-12 ag | -1.6 | 0.8 | -2.6 | -4.7 | -0.5 | 0.1 | 4.9 | 0.9
PG9 binder | -1.5 | 1.1 | -0.8 | -0.3 | -2.1 | -0.1 | -1.5 | -1.5
SMARCA2 act | -4 | 0 | -2 | 0 | -1 | 2 | -1 | 2
ssDAF-12 act | -1.4 | -0.9 | -1.1 | -0.7 | -0.5 | -1.2 | -0.8 | -1.4
PLCb3 inh | -7 | 7 | -2 | -2 | 0 | -4 | -23 | -5
HGIII-sPLA2 inh | 2 | -7 | 7 | 2 | 4 | -14 | -4 | -8

(33) CCN(CC)CCCn1c2c(c(SCC(=O)Nc3nc4ccccc4s3)nc1=O)CCC2
(34) Cc1ccc(C(=O)CSc2ccccn2)cc1
(35) CC1(C)C2CCC1(CS(=O)(=O)NC1CCCC1)C(=O)C2 (stereo unspecified)
(36) COc1ccc(Nc2c(-c3ccco3)nc3cccc(C)n23)cc1
(37) O=C1c2cccc(OCC(=O)N3CCCc4ccccc43)c2CCN1Cc1cccnc1
(38) O=C(NCC1OCCCN1S(=O)(=O)c1cc(F)ccc1F)C(=O)NC1CCCC1 (stereo unspecified)
(39) CC(=O)c1cccc(OCc2cc(C(=O)N(C)CCc3ccccn3)no2)c1
(40) C/C(=N\NC(=O)c1nc2ccccn2c1C)c1cccc([N+](=O)[O-])c1
(41) CCC(=O)N1CC2(c3ccccc3)CN(C(=O)CC)CC(c3ccccc3)(C1)C2=O
(42) CC(C)(C)OC(=O)C[C@H]1C/C=C\C[C@H](CC(=O)NCCO)C(=O)N[C@@H](c2ccccc2)COC1=O

Assay by compound | 33 | 34 | 35 | 36 | 37 | 38 | 39 | 40 | 41 | 42
GAA850 FXN act | 2.0 | 6.5 | -2.6 | 1.8 | -2.5 | 0.5 | 2.2 | 0.2 | -0.7 | 1.4
DAX1 inh-1 | 2.9 | 2.7 | 1.2 | 2.3 | -1.3 | 0.7 | 0.3 | -0.2 | -0.2 | 2.0
hcDAF-12 act | 0.5 | 5.1 | -0.9 | 0.0 | -4.5 | 0.6 | -0.7 | -1.6 | -6.5 | -2.7
DAX1 inh-2 | 0.0 | 2.9 | 1.9 | 0.3 | -3.5 | -0.7 | 0.2 | -0.5 | 0.6 | 0.0
NR1D1 modulator | -7 | 0 | 3 | -2 | 6 | 7 | -7 | 3 | 13 | 2
hgDAF-12 ag | 4.2 | 15* | -2.6 | -1.5 | -6.6 | -0.3 | 0.2 | 2.2 | -3.0 | -0.4
PG9 binder | 1.0 | 0.7 | 0.8 | -4.2 | -0.1 | -1.3 | -0.4 | -2.4 | 2.2 | 0.5
SMARCA2 act | 3 | 5 | -3 | 3 | -3 | -2 | 1 | 0 | -1 | 1
ssDAF-12 act | -0.7 | 0.4 | -1.2 | -1.1 | -3.0 | -0.4 | -0.9 | -2.0 | -1.3 | -1.1
PLCb3 inh | -8 | 1 | -7 | -230 | -4 | 0 | -3 | -8 | -2 | -1
HGIII-sPLA2 inh | 0 | -35 | -1 | -2 | -5 | 5 | -5 | 4 | 12 | -5
